Compound activity as filed in PubChem BioAssay.
Kir21 block – inhibitors of mouse Kir2.1 inward-rectifier potassium channel; HEK293-Kir2.1, FluxOR thallium flux fluorescence; hits give low values; AID 1672, 2009; B-score at 10 µM; 310,000 compounds, 0.85% hits; Inward rectifier potassium channel 2 (Mus musculus), P35561;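 active = fluorescence ratio B-score at or below minus 3 SD of library scores, with starting-brightness B-score within 2 SD, cut at about -4.2 in these data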;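 also: channel flux triggered by added potassium and thallium sulfate stimulus; B-score of peak minus minimum fluorescence over baseline after thallium stimulus; more negative B-score means stronger Kir2.1 block with less thallium influx; some compounds called inactive have numbers as strong as hits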
KCNQ2 block – KCNQ2 potassium channel inhibitors, primary screen, cell-based, CHO-K1, FluxOR thallium flux, B-score (AID 2156); Potassium voltage-gated channel subfamily KQT member 2 (Rattus norvegicus), O88943; 20 min; hits give low values; B-score at 10 µM; 310,000 compounds, 1.1% hits;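 active = fluorescence ratio B-score at most minus 3 library SDs, with starting brightness B-score within 2 library SDs, cut at about -5.5 in these data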
Target sequence (O88943 whole entry, looked up): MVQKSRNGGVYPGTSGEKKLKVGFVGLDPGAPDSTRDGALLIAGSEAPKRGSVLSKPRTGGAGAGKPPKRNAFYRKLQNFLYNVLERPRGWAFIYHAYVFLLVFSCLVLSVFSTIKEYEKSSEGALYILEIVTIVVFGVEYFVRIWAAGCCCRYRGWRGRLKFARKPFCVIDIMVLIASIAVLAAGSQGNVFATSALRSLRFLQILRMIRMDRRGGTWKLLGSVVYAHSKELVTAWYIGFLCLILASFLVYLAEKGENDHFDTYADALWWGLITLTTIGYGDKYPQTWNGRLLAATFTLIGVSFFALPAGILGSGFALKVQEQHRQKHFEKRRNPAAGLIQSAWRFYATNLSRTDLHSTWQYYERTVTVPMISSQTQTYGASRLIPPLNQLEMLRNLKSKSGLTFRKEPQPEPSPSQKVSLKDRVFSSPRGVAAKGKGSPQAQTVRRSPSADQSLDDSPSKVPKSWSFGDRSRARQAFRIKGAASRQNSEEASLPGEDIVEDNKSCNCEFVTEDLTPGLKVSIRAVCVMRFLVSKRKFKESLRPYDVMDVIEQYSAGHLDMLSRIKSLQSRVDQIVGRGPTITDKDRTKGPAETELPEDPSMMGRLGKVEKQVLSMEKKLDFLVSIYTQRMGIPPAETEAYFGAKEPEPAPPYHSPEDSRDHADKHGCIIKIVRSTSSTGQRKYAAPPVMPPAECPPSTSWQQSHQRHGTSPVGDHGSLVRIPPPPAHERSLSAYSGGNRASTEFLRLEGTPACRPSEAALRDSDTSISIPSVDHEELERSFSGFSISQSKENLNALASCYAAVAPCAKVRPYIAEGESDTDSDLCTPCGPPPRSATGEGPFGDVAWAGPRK
Active calls of the source: *; i = inactive; & = joins results of further samples.

Sequence of screens – Kir21 block, KCNQ2 block
CCn1c(SCC(=O)Nc2nc(C)cs2)nnc1-c1ccncc1
  -0.26, i
O=[N+]([O-])c1ccccc1/C=C/C=N/n1c(-c2ccc(Cl)cc2)n[nH]c1=S
  0.11, i
O=C(COc1ccc(C(=O)Nc2ccc(Cl)cc2)cc1)NCc1ccccc1
  0.49, i
O=C(Nc1ccc2c(c1)OCCO2)NC1(C(F)(F)F)Oc2ccccc2O1
  -0.19, i
O=C(O)CSCC(=O)NCc1c(Cl)cccc1Oc1ccccc1
  -0.47, i
CCN(CC)CCNc1nc(-c2ccc(OC(F)F)cc2)c(C)s1
  0.06, i
Cc1c(NC(=O)/C=C/c2cn(-c3ccccc3)nc2-c2ccc(F)cc2)c(=O)n(-c2ccccc2)n1C
  -1.4, i
CCOC(=O)c1c(C)[nH]c(N=Nc2ccc(C)cc2C)c1C
  0.79, i
O=C(NCCC1=CCCCC1)C1CCN(S(=O)(=O)N2CCOCC2)CC1
  0.45, i
O=[N+]([O-])c1cccc(/C=N/Nc2nc(N3CCOCC3)nc(N3CCOCC3)n2)c1
  -1.2, i
COc1ccc(OCc2nnc(SCC(=O)N3CCCCC3)o2)cc1
  0.47, i
O=C(NCc1cccnc1)Nc1cccc(Cl)c1Cl
  1.6, i
O=C(NCCCN1CCOCC1)/C(=C/c1ccco1)NC(=O)c1ccccc1
  -0.95, i
O=C(NC1CCCCCCC1)C1CCN(c2nc3ccccc3o2)CC1
  2.2, i
COc1ccc(NC(=O)CSc2nnc(-c3ccccc3C)n2N)cc1OC
  -0.88, i
CN(C)CCCNCCCNC(=O)/C=N/O
  0.01, i
O=C(NC(c1ccccc1)c1ccccc1)N1CCOCC1
  1.1, i
COc1ccccc1Nc1nc(NCCO)nc(N2CCCC2)n1
  2.3, i
O=Cc1sc([O-])nc1-[n+]1ccc2ccccc2c1
  0.25, i
Nc1nnnn1/N=C/c1cc(Cl)cc(Cl)c1OCc1ccc(Cl)cc1Cl
  0.52, i

Next part, starting with the last two of the part before.
Sequence of screens – Kir21 block, KCNQ2 block
O=Cc1sc([O-])nc1-[n+]1ccc2ccccc2c1
  0.25, i
Nc1nnnn1/N=C/c1cc(Cl)cc(Cl)c1OCc1ccc(Cl)cc1Cl
  0.52, i
O=c1oc2c3c4c(cc2s1)CCCN4CCC3
  -1.9, i
CCN1CCCC1CN(Cc1cc2ccc(C)cc2[nH]c1=O)C(=S)Nc1ccccc1OC (stereo unspecified)
  0.36, i
O=C(NCCCCNC(=O)c1ccc(Br)s1)c1ccc(Br)s1
  0.13, i
CCNC(=S)NNC(=O)c1csc2ccccc12
  -0.61, i
CCCCN1C2=NCCCN2c2cc(C)c(C)cc21
  -0.55, i
Cn1nc(CC(=O)N2CCN(c3ccccc3)CC2)c2ccccc2c1=O
  0.25, i
c1ccc(Cn2ccc(-c3cnc(-c4ccccc4)s3)n2)cc1
  0.05, i
COc1cc(CCNc2ccc3nnc(-c4ccccc4)n3n2)cc(OC)c1OC
  0.39, i
CC(C)c1ccc(/C=N/NC(=O)CC(=O)NC2CCCCC2)cc1
  1.2, i
COc1ccc(-c2cc(C(=O)Nc3ccccc3O)c3ccccc3n2)cc1OC
  -1.4, -6.9*
O=C(Nc1ccc(F)cc1)C1CCN(c2ncnc3c2nc2n3CCCCC2)CC1
  0.27, i
COc1ccc(OC)c(CNC(=O)CCCc2cn(C)c3ccccc23)c1
  -3.7, i
Cc1ccc(/C=c2/sc3nnc(-c4ccccc4Cl)n3c2=O)o1
  1.1, i
O=C(Oc1cccnc1)c1cc(S(=O)(=O)N2CCCCC2)ccc1Cl
  -0.14, i
O=C(CCCc1ccccc1)Nc1cccc([N+](=O)[O-])c1
  0.87, i
COc1ccc(-n2c(NCCN(C)C)nc3sc4c(c3c2=O)CCCCC4)cc1
  -1.1, i
COCCNC(=O)c1cc2c(-c3ccccc3F)nn(C)c2s1
  -0.59, i
CCC(C)(C)n1nnnc1C(c1ccc2ncccc2c1)N1CCN(c2ccc(O)cc2)CC1 (stereo unspecified)
  1.3, i
O=C(Nc1ccon1)c1ccc(Br)o1
  0.42, i
COc1cccc(CN(C(=O)/C=C/c2ccco2)C2CCS(=O)(=O)C2)c1 (stereo unspecified)
  -0.01, i
Cc1nccn1CC1CCc2c(c3ccccc3n2C)C1=O (stereo unspecified)
  0.9&-1.5, i
CCn1ccnc1CN1CCC(n2nccc2NC(=O)CCc2ccccc2)CC1
  -0.57, i
CS(=O)(=O)N1CCN(c2ccc(NC(=S)NC(=O)c3ccc4c(c3)OCO4)cc2)CC1
  0.28, i
Cc1c(N2C(=O)CSC2c2ccco2)c(=O)n(-c2ccccc2)n1C (stereo unspecified)
  0.36, i
COc1ccc(OCC(O)Cn2ccnc2C)cc1 (stereo unspecified)
  -0.52, i
CCOc1ccc(C2CC(=O)NC(SC)=C2C#N)cc1 (stereo unspecified)
  -1.5, i
C=CCNC(=O)COc1ccc(N(C)S(=O)(=O)c2ccc(NC(C)=O)cc2)cc1
  0.2, i
C=C(C)COc1ccc(-c2ncncc2-c2ccc(Cl)cc2)c(O)c1
  -0.61, i
COc1ccc(OC)c(NC(=O)C2CCN(S(=O)(=O)c3c(C)noc3C)CC2)c1
  1.1, i
CCOCC(=O)Nc1cc(C(=O)Nc2ccc(F)cc2)ccc1Cl
  -1, i
Cc1cc(NC(=O)CCC(=O)N(c2ccccc2)C(C(=O)NC2CCCC2)c2ccncc2)no1 (stereo unspecified)
  1.6, i
CCN(C(=O)CSc1nc2ccccc2c(=O)n1CCOC)C1CCS(=O)(=O)C1 (stereo unspecified)
  0.82, i
COC(=O)CCCC1=CC2=C(c3ccccc3)C(=O)C(C)(OC(=O)C3CCCC3)C(=O)C2=CN1C1CCCCC1 (stereo unspecified)
  1.1, i
N#CCc1ccc(Oc2ncccn2)cc1
  0.99, i
Cc1ccc(C)c(OCCC(=O)OCC(=O)NC2CCS(=O)(=O)C2)c1 (stereo unspecified)
  0.3, i
O=C(CSCCO)Nc1cccc2ccccc12
  1.2, i
O=C1CC(Sc2ncccn2)C(=O)N1c1ccccc1C(F)(F)F (stereo unspecified)
  1.1, i
Cc1cccn2c(=O)c3cc(C(=O)N4c5ccccc5CC4C)n(C)c3nc12 (stereo unspecified)
  -0.59, i
CCO[C@@H]1OC(C(=O)O)=C[C@H](C2CCCCC2)[C@H]1CCCO
  -0.01, i
CCOc1ccccc1NC(=O)c1csc(C)c1C
  0.68, i

Looked up one by one from above, 2 records:
Sequence of screens – Kir21 block, KCNQ2 block
CCO[C@@H]1OC(C(=O)O)=C[C@H](C2CCCCC2)[C@H]1CCCO
  -0.01, i
C=CCNC(=O)COc1ccc(N(C)S(=O)(=O)c2ccc(NC(C)=O)cc2)cc1
  0.2, i

Additional structures follow.
Sequence of screens – Kir21 block, KCNQ2 block
Cn1nnnc1SCC(=O)Nc1nn(-c2ccccc2)nc1C(N)=O
  -1, i
COc1ccc(OCCCC(=O)N(CCC2=CCCCC2)c2c(N)n(Cc3ccccc3)c(=O)[nH]c2=O)cc1
  0.73, i
CCO[C@H]1OC(C(=O)NCc2ccccc2)=C[C@@H](C)[C@@H]1CCCO
  0.5, i
O=C(CNC(=O)c1cccc(Cl)c1)Nc1ccc(F)c(F)c1F
  -1.9, i
COc1ccc(C(NC(=O)c2cccnc2)c2cc(Cl)c3cccnc3c2O)cc1OC (stereo unspecified)
  -1.8, i
Cn1cccc1/C=N/NC(=O)c1cc2ccccc2cc1O
  -1.9, i
O=C(O)C(=O)Nc1nc(-c2ccc3c(c2)OCCO3)cs1
  2.5, i
CNS(=O)(=O)c1ccc(N2CCCC2)c([N+](=O)[O-])c1
  -1.2, i
Cc1cc(C)c(C)c(S(=O)(=O)N2CCN(c3ncnc4sc(C)c(C)c34)CC2)c1C
  0.04, i
S=c1nccc(-c2cc(Cl)sc2Cl)[nH]1
  0.19, i
Cc1nn(C)c(C)c1CCC(=O)N1CCCC(C(=O)c2cccc(OC(C)C)c2)C1 (stereo unspecified)
  -2, i
O=C(Nc1cccc(S(=O)(=O)N2CCCCC2)c1)C1CC(=O)N(Cc2ccco2)C1 (stereo unspecified)
  -1.6, i
C=CCn1c(C)c(C(C)=O)c(N2CCN(C(c3ccccc3)c3ccccc3)CC2)nc1=S
  3.6, i
Cn1c2ccc(F)cc2c2ncn(CC3CCCO3)c(=O)c21 (stereo unspecified)
  -0.68, i
O=C1NN(c2ccc(Cl)c(Cl)c2)C(=O)/C1=C/c1cccc(OC(=O)c2cccs2)c1
  -4.4*, i
O=C(CSc1nc2cc(S(=O)(=O)N3CCOCC3)ccc2o1)Nc1c(F)cccc1F
  -0.5, i
CC(C)(CO)CNC(=O)CCc1nnc(CCCc2ccccc2)o1
  0.85, i
COc1ccc(C)cc1NC(=O)C1CCN(S(=O)(=O)c2c(C)noc2C)CC1
  -0.04, i
O=C(CSc1ccccn1)N1CCN(S(=O)(=O)c2ccc(Cl)cc2)CC1
  -0.56, i
NC(=O)NC(=O)CC1S/C(=N/N=C/c2ccccc2)NC1=O (stereo unspecified)
  3, i

Laid out differently: 2 of the compounds above.
| Kir21 block | KCNQ2 block | Structure |
| --- | --- | --- |
| -0.68 | i | Cn1c2ccc(F)cc2c2ncn(CC3CCCO3)c(=O)c21 (stereo unspecified) |
| -4.4* | i | O=C1NN(c2ccc(Cl)c(Cl)c2)C(=O)/C1=C/c1cccc(OC(=O)c2cccs2)c1 |

Carrying on.
canonical_smiles | Kir21 block | KCNQ2 block
CCOc1ccc(Nc2cc(C)nc3nc(C)nn23)cc1 | -1.1 | i
O=C(NCC(=O)N(CC1CCCO1)C(C(=O)NC1CCCCC1)c1ccccc1)c1cccs1 (stereo unspecified) | -0.53 | i
CC(C)n1c(SC2CCOC2=O)nc2ccccc21 (stereo unspecified) | 0.4 | i
O=S(=O)(Nc1ccc(N=Nc2ccccc2)cc1)c1ccccc1 | 2 | i
CC([NH2+][O-])C(C)(C)NO (stereo unspecified) | 0 | i
CCCC(=O)NC1CCCc2c1cnn2-c1ccc(C)c(C)c1 (stereo unspecified) | 1 | i
CN(C)C(=O)c1ccc(NC(=O)COC(=O)CC23CC4CC(CC(Br)(C4)C2)C3)cc1 | 0.32 | i
N#C/C(=C\c1ccc(Cl)cc1)c1n[nH]c(Cn2cncn2)n1 | 0.45 | i
c1ccc(-c2nc(NCc3cccs3)c3ccccc3n2)cc1 | 0.9 | i
Cc1[nH]c(C)c(S(=O)(=O)N2CCC(C)CC2)c1C(=O)N1CCCC1 | 0.3 | i
CCOC(=O)c1ccc(CC2S/C(=C(\C#N)C(C)=O)NC2=O)cc1 (stereo unspecified) | -1.1 | i
Cn1c(=O)oc2cc(S(=O)(=O)N3CCOCC3)ccc21 | -1.7 | i
NC(=O)c1ccc(NC(=O)COC(=O)C2(c3ccccc3F)CCCC2)cc1 | 0.44 | i
O=C1CCc2cc(S(=O)(=O)N3CCC(C(=O)Nc4nccs4)CC3)ccc2N1 | 1.6 | i
CCn1c(SCc2ccccc2)nc2cc(OC)c(OC)cc2c1=O | 0.99 | i
COC(=O)[C@H](CCSC)NS(=O)(=O)c1ccccc1Br | -0.05 | i
CSc1cccc(NS(=O)(=O)c2ccc(C(C)=O)cc2)c1 | 0.14 | i
O=C(N/N=C/c1cc(Br)cs1)c1c[nH]c2ccccc12 | 0.41 | i
CC1CCCN(C(=O)CN(C)S(=O)(=O)c2ccc3c(c2)c(=O)n(C)c(=O)n3C)C1 (stereo unspecified) | -0.95 | i
Cc1cc(C)c2[nH]c(=S)cc(C)c2c1 | 2 | i
O=C(CCN1C(=O)c2ccccc2C1=O)N1CCN(Cc2ccc(Cl)cc2Cl)CC1 | 1.8 | i
COc1cc(NC(=O)c2cccc(NC3=NC4CS(=O)(=O)CC4S3)c2)cc(OC)c1OC (stereo unspecified) | 1.3 | i
COC(=O)CC1C(=O)NCCN1C(=S)Nc1cc(C)cc(C)c1 (stereo unspecified) | 0.28 | i
C=CCn1c(SCC(C)=O)nc2sc3c(c2c1=O)CCC3 | 1 | i
Cc1ccc(C)c(S(=O)(=O)N2C(=S)NC(=O)C2CC(C)C)c1 (stereo unspecified) | -1.4 | i
Cc1ccc(NC(=S)N(CCN2CCOCC2)Cc2cc3cc4c(cc3[nH]c2=O)OCO4)cc1 | 0.02 | i
C[C@@H](C(=O)N[C@@H](Cc1ccccc1)C(=O)O)n1nnc2ccccc2c1=O | 0.07 | i
N#Cc1ccsc1NC(=O)COC(=O)CCCSc1nc2ccccc2s1 | -1.6 | i
COc1ccc(S(=O)(=O)Nc2cc3c4c(c2)CC(=O)N4CCC3)cc1 | 1.1 | i
COc1ccc(NC(=O)c2ccc3c(c2)C(=O)N(CC2CCCO2)C3=O)c(OC)c1 (stereo unspecified) | 1.1 | i
CN1CCN(NC(=O)NC2CCCCC2)CC1 | -0.3 | i
Cc1cc(=O)[nH]c2ccccc12 | 1.5 | i
COc1ccc(S(=O)(=O)N(C)CC(=O)NCc2ccccc2)cc1OC | -1.2 | i
Cc1ccc(-c2csc(=S)[nH]2)cc1 | -0.6 | i
CCCc1cc(C(=O)NCc2ccccc2)no1 | 0.2 | i
CCn1c(SCC(=O)NC2CCCC2)nnc1-c1ccccn1 | 0.85 | i
COc1ccc(-n2c(=O)n(Cc3ccccc3)c(=O)c3[nH]cnc32)cc1 | 0.65 | i
O=C(NCC1CCCN(Cc2cccc(OCCO)c2)C1)c1ccc(F)cc1 (stereo unspecified) | 0.84 | i
N#Cc1c(N)nc2c3c(sc(=N)c2c1N)NC(=O)CC3c1c(F)cccc1Cl (stereo unspecified) | -0.22 | i

With a hit mark in KCNQ2 block, of those listed so far:
canonical_smiles | Kir21 block | KCNQ2 block
COc1ccc(-c2cc(C(=O)Nc3ccccc3O)c3ccccc3n2)cc1OC | -1.4 | -6.9*

The order is random. About 1.9% of those tested had a hit in this group.
